Fam108B counter – mouse Fam108B serine hydrolase inhibitors, primary screen, counter-screen for RBBP9 inhibitor project, biochemical, fluorescence polarization; inhibition, % at 9.51 µM; 0.33% of 300,000 active; AID 1947, 2009; recombinant Fam108B, FP-Rh probe fluorescence polarization;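 active = inhibition above the screen mean inhibition plus 3 SD, computed separately per campaign, cut at about 18% in these data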;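 also: inhibitors lower polarization as less probe binds the enzyme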
EBNA-1 inhibitor – EBNA-1 DNA-binding inhibitors, primary screen, biochemical, fluorescence polarization; inhibition, % at 14.8 µM; 0.34% of 300,000 active; AID 1950, 2009; in the data active = inhibition above about 28%
Efflux pump inh – inhibitors of Candida efflux pumps in yeast, primary screen, S. cerevisiae, Nile Red, multiplex; AID 485275, 2010; S. cerevisiae Candida pump triplex; 0.44% of 330,000 active; inhibition, % at 10 µM;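 active = plate passing quality check with inhibition over a set limit, or well fluorescence over plate mean plus 4 SD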;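 also: Nile Red retained in pooled yeast measured as flow cytometry median fluorescence; 0% = buffer negative control and 100% = Enniatin B positive control; higher means more Nile Red kept so more efflux inhibition; some compounds called inactive have numbers as strong as hits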
MCL1-BIM inh – inhibitors of MCL1 binding to BIM-BH3, primary screen, biochemical, fluorescence polarization; 0.68% of 320,000 active; AID 2057, 2009; GST-MCL1 / FITC-Bim-BH3 fluorescence polarization; inhibition, % at 10.9 µM;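 active = inhibition above the mean inhibition of all tested compounds plus 3 SD, set per campaign, cut at about 40% in these data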;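 also: 0% = DMSO wells and 100% = unlabeled Bim-BH3 peptide control; higher means more loss of mP so more displacement of Bim peptide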
Target sequence (Q07820 whole entry, looked up): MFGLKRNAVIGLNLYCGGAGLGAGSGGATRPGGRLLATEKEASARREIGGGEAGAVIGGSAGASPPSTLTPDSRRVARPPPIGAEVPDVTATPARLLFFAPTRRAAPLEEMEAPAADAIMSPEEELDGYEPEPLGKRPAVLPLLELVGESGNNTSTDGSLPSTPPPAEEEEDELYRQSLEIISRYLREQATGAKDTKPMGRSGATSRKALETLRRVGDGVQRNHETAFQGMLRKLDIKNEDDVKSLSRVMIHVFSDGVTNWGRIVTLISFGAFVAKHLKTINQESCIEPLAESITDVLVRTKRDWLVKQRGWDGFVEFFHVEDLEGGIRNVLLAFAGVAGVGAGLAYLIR
MEX-5 binding – MEX-5 zinc finger RNA-binding disruptors – biochemical, C. elegans, fluorescence polarization, MLPCN library, primary screen | Zinc finger protein mex-5 (Caenorhabditis elegans), Q9XUB2 | MEX-5/FITC-TCR2 RNA binding; active compounds read low | activity score (negative = inhibition of binding), % at 10 µM | 0.38% of 300,000 active;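 active = inhibition past about -25% in most replicates, and total fluorescence under double the plate's negative control median, limit read from the data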;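 also: 0% = DMSO and -100% = 5 µM competing unlabeled TCR2 RNA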
Yeast superoxide – reduction of superoxide in aged yeast, primary screen, HTS; S. cerevisiae aged cells, superoxide DHE fluorescence; active compounds read low; superoxide response (% of plate mean), % at 10 µM; 0.18% of 330,000 active;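 active = superoxide response under a set limit, about three screen SD below normal, cut at about 65% in these data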;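 also: yeast aged for seven days with compound at 30 °C before DHE staining; 100% = average MFI of all compound-treated wells on the plate with controls excluded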
BCLXL inh – inhibitors of human Bcl-xL, primary screen, biochemical, fluorescence polarization, HTS. GST-Bcl-xL / FITC-Bim BH3 peptide fluorescence polarization. inhibition, % at 10.9 µM. 0.7% of 320,000 active. Bcl-2-like protein 1 (Homo sapiens), Q07817;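 active = inhibition above the mean of all tested compounds plus 3 SD, cutoff set per campaign, cut at about 30% in these data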;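 also: 0% = DMSO wells and 100% = unlabeled Bim-BH3 peptide competitor; inhibitors lower millipolarization by displacing the labeled peptide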
GLD-1 TGE inh – GLD-1/TGE RNA complex disruptors, primary screen, biochemical, fluorescence polarization; purified GLD-1 + fluorescein TGE RNA; 0.44% of 320,000 active; Female germline-specific tumor suppressor gld-1 (Caenorhabditis elegans), Q17339; inhibition, % at 5.96 µM;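 active = percent inhibition above a per-plate cutoff, the plate mean of test compounds plus 3 SD, cut at about 30% in these data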;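 also: 0% = DMSO wells with GLD-1 and probe and 100% = wells lacking GLD-1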
Target sequence (Q17339 whole entry, looked up): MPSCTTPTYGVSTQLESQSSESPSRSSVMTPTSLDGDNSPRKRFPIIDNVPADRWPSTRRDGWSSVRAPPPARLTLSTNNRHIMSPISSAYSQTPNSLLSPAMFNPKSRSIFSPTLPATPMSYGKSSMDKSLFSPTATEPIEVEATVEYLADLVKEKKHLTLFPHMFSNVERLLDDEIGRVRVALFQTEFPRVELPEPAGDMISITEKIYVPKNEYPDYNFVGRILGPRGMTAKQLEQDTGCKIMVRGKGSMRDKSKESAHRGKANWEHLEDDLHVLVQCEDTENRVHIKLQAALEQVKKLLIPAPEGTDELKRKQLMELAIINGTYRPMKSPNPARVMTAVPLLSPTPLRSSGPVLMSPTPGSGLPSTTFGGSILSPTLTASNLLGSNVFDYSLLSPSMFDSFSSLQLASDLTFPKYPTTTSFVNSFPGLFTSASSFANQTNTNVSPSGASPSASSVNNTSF
ZTA DNA inh – blocks Epstein-Barr virus ZTA, an EBNA-1 counter-screen. P03206. ZTA-DNA binding, fluorescence polarization. inhibition, % at 11 µM. 0.15% of 320,000 active. AID 2234; in the data active = inhibition above about 33%
Target sequence (P03206 whole entry, looked up): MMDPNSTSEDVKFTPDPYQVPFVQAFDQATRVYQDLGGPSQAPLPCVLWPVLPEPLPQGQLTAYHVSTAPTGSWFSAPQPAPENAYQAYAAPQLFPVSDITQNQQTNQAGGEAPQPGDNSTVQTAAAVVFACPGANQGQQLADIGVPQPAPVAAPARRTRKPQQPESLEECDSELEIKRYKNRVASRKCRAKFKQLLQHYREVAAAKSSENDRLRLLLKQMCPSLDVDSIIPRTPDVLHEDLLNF
* hit, by the source's call; · = no result given.

SMILES	Fam108B counter	EBNA-1 inhibitor	Efflux pump inh	MCL1-BIM inh	MEX-5 binding	Yeast superoxide	BCLXL inh	GLD-1 TGE inh	ZTA DNA inh
O=C(C#Cc1cccc([N+](=O)[O-])c1)c1ccccc1	-4	5	-0.1	13	1.0	114	2	14	10
N#CC(C(=O)C1CCCCC1)c1nc2ccccc2[nH]1 (centres undefined)	2	3	0.0	6	0.0	116	-1	-8	4
O=S(=O)(c1ccccc1C(F)(F)F)N1CCC(n2cnc3ccccc32)CC1	-3	6	0.0	-3	1.7	90	2	-1	2
O=C(CP(=O)(c1ccccc1)c1ccccc1)Nc1nc2ccccc2s1	-2	10	0.0	3	-1.2	102	8	9	12
O=C(NCc1ccc(F)cc1)c1cnc2sccn2c1=O	2	6	-0.2	3	0.0	105	-1	5	5
O=C(N/N=C/c1cccnc1)c1cc(Br)ccc1O	1	10	-0.1	5	0.7	93	-1	5	11
O=S(=O)(NCCc1cccs1)c1ccc(Br)cc1	-6	-4	0.3	-5	0.9	102	2	1	-15
Cc1cc(C2C(=O)C(C(=O)c3ccc(Cl)cc3)C(=O)CC2(C)C)on1 (centres undefined)	2	7	-0.1	7	1.5	101	5	0	-13
O=C(Cc1ccc(-n2c(=O)c3ccccc3n(Cc3ccccc3F)c2=O)cc1)NCC1CCCO1 (centres undefined)	-5	-3	0.7	2	0.3	109	0	0	-7
CC1CCC2C(C1)Nc1c(C(=O)O)cccc1C2(C)C (centres undefined)	7	5	0.0	8	-1.3	95	12	10	17
Cc1nc2cc(NC(=O)COc3ccccc3C#N)ccc2n1-c1ccccc1	-6	-4	0.2	-2	-2.2	120	-5	-10	-11
O=C(Nc1cccc(Cl)c1)C1COc2ccccc2O1 (centres undefined)	2	1	-0.1	2	1.0	81	4	3	1
Cc1cc(S(=O)(=O)Nc2c(C(=O)O)[nH]c3ccccc23)ccc1F	-1	6	-0.1	8	-1.2	87	11	-2	7
CC(C)CCCCCCNC(=S)Nc1ccc(S(=O)(=O)N2CCOCC2)cc1	-30	6	2.5	9	1.6	101	4	6	7
CCCCCCCCCOC1OC(CO)C(O)C(O)C1NC(C)=O (centres undefined)	0	-8	0.0	4	-0.1	116	0	-2	2
CCOC(=O)C1CCN(C(=O)/C(C)=C\c2ccccc2)CC1	4	-2	0.7	17	0.0	98	7	-4	-15
CC1(C)NC(=O)N(CCCCOc2cccc(C(F)(F)F)c2)C1=O	1	-5	-0.1	4	1.0	100	-4	5	-11
FC(F)(F)c1ccccc1NC(=S)N1CCCC1	-3	-6	0.1	5	·	115	1	4	2
COc1ccc(N2C(=O)CC(N3CCN(Cc4ccc5c(c4)OCO5)CC3)C2=O)cc1 (centres undefined)	0	7	0.0	1	1.7	101	6	-7	3
CCn1c(SC)nnc1C1CCN(S(=O)(=O)c2ccc(OC)cc2)CC1	0	1	0.0	-9	1.6	101	-4	-16	9
CCOc1ccc2nc(COC(=O)c3cccs3)c(C(C)=O)[n+]([O-])c2c1	2	-3	0.1	6	-0.5	102	9	7	-5
CCC(CC)c1nnc(NS(=O)(=O)Cc2ccccc2)s1	5	-6	0.1	9	0.2	93	2	8	-6
COc1ccc(C)c2sc(N(CCCN(C)C)C(=O)c3ccc(S(=O)(=O)N(C)C)cc3)nc12	-2	-4	0.0	4	-1.7	112	6	7	-11
O=C(CNc1cc(S(=O)(=O)N2CCOCC2)ccc1NCC1CCCO1)Nc1ccc(C(F)(F)F)cc1 (centres undefined)	-5	-3	-0.1	1	1.5	94	0	8	-9
O=C(Nc1nnc(Cc2ccccc2)s1)c1ccco1	-5	12	0.0	4	-1.7	96	4	6	7
COc1ccccc1CN1C[C@@H]2C[C@@H](c3[nH]c4ccc(C)cc4c3C)N3CCC[C@@]23C1=O	-1	-11	0.5	-14	0.1	96	3	-7	-5
Cc1c(Cl)cccc1NC(=S)N1CCCN(Cc2ccccc2F)C1	-19	-12	0.1	7	-2.6	106	0	-1	-4
COc1ccc(-c2cc3cc(C(=O)O)ccn3c2C(=O)c2ccccc2)cc1	0	17	0.0	7	-1.8	89	7	-6	15
C/C(=N\N1C(C)CCCC1C)c1ccccc1O (centres undefined)	0	-11	0.2	-6	2.0	101	0	8	-2
O=C(Nc1cccc(F)c1)c1ccco1	2	3	-0.1	12	-1.8	97	3	-3	-20
Cc1cc(SCC(=O)c2cccs2)n2nc(C)c(-c3ccc(Cl)cc3)c2n1	0	-4	0.7	3	-0.6	106	0	0	3
CC1(C)OC(=O)C(=CNC(CO)C(=O)O)C(=O)O1 (centres undefined)	-1	6	-0.2	1	-2.1	99	5	3	6
COc1ccc(Cc2noc(-c3ccc(C)cc3)n2)cc1	-2	5	0.0	5	0.5	105	9	-3	7
COC1(OC)N=C(N)C2(C#N)C(c3ccc(F)cc3)C12C#N (centres undefined)	5	-1	-0.1	2	-3.7	87	6	11	-8
O=c1cc(CSc2ccc(S(=O)(=O)N3CCCCC3)cn2)nc2sccn12	-2	0	0.0	28	-12	92	26	10	7
CCOC(=O)COc1ccc(S(=O)(=O)NCC2CCCO2)cc1 (centres undefined)	-1	-5	0.0	3	-1.1	106	0	3	10
CC(=O)c1cc2c(cc1NC(=O)c1cc(C)nn1-c1ccccc1)OCO2	1	9	-0.3	2	-0.9	97	2	4	-1
O=C(COC(=O)CCc1c[nH]c(=O)[nH]1)Nc1ccccc1Cl	2	5	-0.1	27	-36*	86	22	28	17
O=C(O)c1ccccc1N/N=C/c1cc(Br)cc(Br)c1O	27*	12	-0.2	15	-3.8	100	12	1	-6
CC(C)(C)C(=O)Nc1nnc(-c2ccccc2)c(-c2ccccc2)n1	0	11	-0.1	4	-1.2	83	0	-1	5
O=C(NC1CCCCC1)c1c(O)nc2sccn2c1=O	0	6	-0.1	-4	0.2	84	1	-1	2
COc1ccc(-c2cc(=O)[nH][nH]2)cc1	-2	7	0.0	-7	-3.3	94	-2	-2	-5
CCOC(=O)C(NCCc1ccccc1)(NC(=O)CC)C(F)(F)F (centres undefined)	-4	10	-0.1	3	0.7	94	3	4	-6
O=S(=O)(Nc1ncccn1)c1ccc(NC(=S)NCCc2ccccc2)cc1	-5	5	0.3	-1	0.1	105	0	-3	9
Cc1cc(C)c(S(N)(=O)=O)c(C)c1N(C)S(=O)(=O)c1ccc(Cl)cc1	0	1	0.3	3	-0.9	97	4	-4	10
COc1cccc(=O)c2c(C)n(CC(=O)c3ccccc3)c(C)c12	-1	3	0.2	47*	2.6	89	24	3	5
CC(=O)NC1N=C(C)N(c2ccccc2)C1=O (centres undefined)	0	-1	0.0	-23	2.8	111	-3	7	0
COc1ccc(C(=O)c2c(C)oc3cc([N+](=O)[O-])c(O)c([N+](=O)[O-])c23)cc1	-3	-1	0.0	4	2.4	111	5	5	6
COc1cccc(NC(=O)CN(C)C(=O)CCNC(=O)c2ccccc2Cl)c1	·	·	-0.1	-2	·	90	1	8	3
Cc1c(NS(=O)(=O)c2ccc(NCCN3CCOCC3)c([N+](=O)[O-])c2)c(=O)n(-c2ccccc2)n1C	0	4	0.1	-5	-0.6	104	6	0	10
CCCCn1c(C)nc2c(=O)n(C)c(=O)[nH]c21	6	9	0.0	6	-1.2	99	9	9	-8
CC1(C)N=C(SCC(=O)Nc2ccc(Cl)cc2)C(c2ccc(Cl)cc2)=N1	-2	-5	0.0	6	0.5	99	2	-1	0
Cc1ccc(-c2csc3ncnc(N4CCc5ccccc5C4)c23)cc1	-6	-3	-0.2	-9	1.0	94	-8	-3	9
COc1ccccc1NS(=O)(=O)c1cccc(C(=O)NN=C2CCCCCC2)c1	-2	5	0.0	-4	1.2	107	1	1	8
O=C(CSc1nnc(NC(=O)c2ccco2)s1)NCc1ccc2c(c1)OCO2	-4	-4	0.1	8	-1.7	110	3	0	1
N#Cc1ccccc1NC(=O)CSc1n[nH]c(-c2ccco2)n1	4	2	0.3	12	0.3	83	11	6	-9
O=C(Cn1nnc2ccccc2c1=O)NCC1CCC(C(=O)O)CC1 (centres undefined)	1	-9	0.0	6	-7.2	94	1	5	2
NS(=O)(=O)c1ccc(CCNC(=O)CC(c2ccccc2)c2ccccc2)cc1	3	3	0.0	-5	0.8	93	-8	1	8
COC(=O)CCC(=O)NNC(=O)CCCOc1ccc(Cl)cc1Cl	5	-7	-0.1	1	-1.1	91	0	0	4
O=C(COc1ccc(Cl)cc1)Nc1ccccc1C(=O)NCc1cccnc1	7	5	-0.6	2	-1.2	103	2	2	-6

Entries of single compounds as entered above.
Profile of `CC1(C)NC(=O)N(CCCCOc2cccc(C(F)(F)F)c2)C1=O` = Fam108B counter: 1; EBNA-1 inhibitor: -5; Efflux pump inh: -0.1; MCL1-BIM inh: 4; MEX-5 binding: 1.0; Yeast superoxide: 100; BCLXL inh: -4; GLD-1 TGE inh: 5; ZTA DNA inh: -11
Profile of `O=S(=O)(c1ccccc1C(F)(F)F)N1CCC(n2cnc3ccccc32)CC1` = Fam108B counter: -3; EBNA-1 inhibitor: 6; Efflux pump inh: 0.0; MCL1-BIM inh: -3; MEX-5 binding: 1.7; Yeast superoxide: 90; BCLXL inh: 2; GLD-1 TGE inh: -1; ZTA DNA inh: 2

Next entries
SMILES	Fam108B counter	EBNA-1 inhibitor	Efflux pump inh	MCL1-BIM inh	MEX-5 binding	Yeast superoxide	BCLXL inh	GLD-1 TGE inh	ZTA DNA inh
Oc1ccc(Cl)cc1CNc1ccc(Br)cn1	-4	7	0.0	4	0.1	91	3	-2	11
COc1cc(OC)cc(-c2cc(N)n(S(=O)(=O)c3cccc4nsnc34)n2)c1	-3	-2	0.3	1	-4.0	112	4	4	-3
COC(=O)c1ccccc1S(=O)(=O)N1CCC(C(=O)OC(C)C(=O)Nc2ccccc2OC)CC1 (centres undefined)	·	·	0.1	-5	·	98	-4	7	1
O=C(NNC(=S)Nc1ccc(Br)cc1)c1ccc(N2CCOCC2)c([N+](=O)[O-])c1	7	7	-0.5	6	-1.0	106	7	7	-17
CCCCn1c(=O)[nH]c(=O)c2c1ncn2Cc1ccco1	3	-1	-0.4	0	-1.1	93	3	6	-4
CCOc1ccc(CC(=O)Nc2ccc(S(=O)(=O)N3CCCC3)cc2)cc1	3	4	-0.4	3	0.9	94	4	2	1
Nc1c(C(=O)CSc2nnc(Nc3ccc(F)cc3)s2)c(=O)[nH]c(=O)n1C1CC1	·	·	0.0	-20	·	98	-15	-3	-6
COC(=O)c1ccc(Oc2cc(C)nc(Cl)n2)cc1	-1	2	0.0	6	-0.5	93	1	2	1
COCc1[nH]c(=S)c(C#N)cc1C(=O)OC	-1	-1	0.1	4	-0.8	102	8	2	5
COc1ccc(-c2n[nH]c(=S)n2-c2ccc(C)cc2)cc1OC	-5	0	0.0	-21	-0.3	97	-16	-1	11
Nc1cc(=O)[nH]c(SCC(=O)c2ccc(F)cc2)n1	2	1	0.0	6	-0.1	101	6	-8	-15
CCCN(Cc1ccccc1)C(=S)Nc1ccc(OC(F)F)cc1	0	3	0.1	2	·	98	-1	4	10
O=C(Nc1cc(C(=O)Nc2ccccc2C(=O)O)cc(C(=O)Nc2ccccc2C(=O)O)c1)c1ccccc1	-33	11	-0.3	6	-8.0	92	7	5	5
O=C(Nc1nc(=S)ss1)c1c(F)cccc1F	-4	-2	-0.2	4	-1.7	87	3	9	1
COc1ccc(CCn2c(-c3ccc(Cl)cc3)n[nH]c2=S)cc1OC	-3	0	0.0	-19	1.5	100	-24	-1	-6

Bioassay records as filed in PubChem BioAssay.
